# GC-B act: GC-B (human) receptor activation | AID 1920062 | 0.11% of 370,000 active | HEK293-GC-B cells, CNP EC30, cGMP TR-FRET; 0% at EC30 CNP, 100% saturating CNP | activation, % at 10 µM;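 active = activation at 10 µM reaching about 35% in either raw or pattern-adjusted values, limit read from the data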
# FXN GAA850 act: increases GAA850 frataxin promoter reporter activity. HEK293 lucGAA850 FXN promoter luciferase reporter, 24 h; percent of 10 µM SAHA response. activation, % at 6 µM. 0.56% of 360,000 active;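 active = activation above the average of all compounds screened plus 3 SD, cutoff fixed separately per campaign, cut at about 7.5% in these data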;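 also: 0% = DMSO wells and 100% = 10 µM SAHA wells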
# HGIII-sPLA2 inh: Blocks human group III sPLA2 activity | QFRET BODIPY PC-A2 liposome hydrolysis, fluorescence | inhibition, % at 12.2 µM | 0.56% of 370,000 active;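 active = inhibition above mean plus 3 SD of compounds lying within the high and low control bounds, cut at about 19% in these data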;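 also: 0% = median of test compound wells and 100% = no enzyme DMSO wells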
# Target sequence (Q9NZ20 whole entry, looked up): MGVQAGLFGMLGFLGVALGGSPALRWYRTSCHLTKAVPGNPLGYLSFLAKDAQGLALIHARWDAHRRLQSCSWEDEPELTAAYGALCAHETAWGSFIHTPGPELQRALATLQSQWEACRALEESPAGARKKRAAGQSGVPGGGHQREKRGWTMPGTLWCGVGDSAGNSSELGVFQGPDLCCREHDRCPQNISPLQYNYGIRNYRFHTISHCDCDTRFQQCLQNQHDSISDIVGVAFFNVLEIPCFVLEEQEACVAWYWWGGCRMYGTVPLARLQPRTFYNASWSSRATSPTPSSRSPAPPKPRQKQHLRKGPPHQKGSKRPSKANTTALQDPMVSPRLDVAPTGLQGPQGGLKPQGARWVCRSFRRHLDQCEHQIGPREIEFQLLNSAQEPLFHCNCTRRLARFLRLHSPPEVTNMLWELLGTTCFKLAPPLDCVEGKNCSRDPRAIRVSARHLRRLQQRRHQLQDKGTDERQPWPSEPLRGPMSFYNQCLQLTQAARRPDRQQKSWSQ
# DAX1 inh-1: DAX1 (NR0B1) inhibition, primary screen; inhibition, % at 6.8 µM; HEK293T StAR-luciferase reporter, SF-1/DAX-1 repression relief; 1.1% of 370,000 active; AID 652010;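 active = inhibition above the mean over all tested compounds plus 3 SD, cut at about 3.6% in these data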;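 also: 0% = DAX-1 cells with DMSO and 100% = cells lacking DAX-1 with DMSO; higher inhibition means more luminescence from relief of DAX-1 repression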
# hcDAF12 agonist: H. contortus DAF-12 activation, primary screen | HEK293 hcDAF-12 lit1-tk-luc reporter, luminescence; 0% DMSO, 100% Δ7-dafachronic acid | activation, % at 6.8 µM | 1.4% of 370,000 active | AID 652067;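 active = activation above the mean of all tested compounds plus 3 SD, cut at about 5.5% in these data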;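 also: 100% = response to 3 µM Δ7-dafachronic acid high control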
# hgDAF12 agonist: activates the H. glycines DAF-12 receptor ligand-binding domain; HEK293 GAL4-hgDAF12 UAS-luciferase reporter, agonist luminescence; normalized to butyrate control; 1.8% of 370,000 active; AID 687014; activation, % at 6.8 µM;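 active = activation above a cutoff set at the mean of all screened compounds plus 3 SD, cut at about 10% in these data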;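 also: 0% = DMSO wells and 100% = sodium butyrate wells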
# SMARCA2 act: SMARCA2 function activation, primary screen | MG213 cells, MMTV-luciferase reporter, dexamethasone, overnight | activation, % at 9.1 µM | 1% of 370,000 active | AID 652017; in the data active = activation above about 7.8%;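 also: 0% = vehicle wells and 100% = reference activator wells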
# ssDAF-12 act: activates DAF-12 receptor from parasite S. stercoralis; HEK293 ssDAF-12/GRIP1 lit1-tk-luc reporter, luminescence; % of 3 µM dafachronic acid response; 1% of 370,000 active; activation, % at 6.8 µM;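 active = activation above the mean over all tested compounds plus 3 SD, cut at about 0.9% in these data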;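 also: 0% = DMSO-only wells and 100% = 3 µM delta7-dafachronic acid wells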
# DAX1 inh-2: inhibitors of human orphan nuclear receptor DAX1 (NR0B1); P51843; HEK293 Gal4-DAX1 luciferase reporter, luminescence; inhibition, % at 6.75 µM; 0.99% of 340,000 active; AID 504766;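 active = inhibition above the mean over all tested compounds plus 3 SD, cut at about 4.2% in these data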;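 also: 0% = DAX1-transfected cells with DMSO and 100% = empty-vector control cells with DMSO; inhibition shows as a rise in luminescence from relieved DAX1 repression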
# Target sequence (P51843 207-470 limits assumed): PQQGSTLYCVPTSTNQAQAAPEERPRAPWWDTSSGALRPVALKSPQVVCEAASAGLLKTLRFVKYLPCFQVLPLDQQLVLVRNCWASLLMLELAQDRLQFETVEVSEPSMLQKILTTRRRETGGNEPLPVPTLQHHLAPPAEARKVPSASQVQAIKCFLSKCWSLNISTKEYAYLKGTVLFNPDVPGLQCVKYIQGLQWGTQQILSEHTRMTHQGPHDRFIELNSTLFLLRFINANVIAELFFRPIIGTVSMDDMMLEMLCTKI
# GC-A act: GC-A (human) enzyme activation; activation, % at 10 µM; P16066; HEK293 GC-A cells, cGMP TR-FRET, EC30 ANP; 0% at EC30 ANP, 100% saturating ANP; AID 1671463; 0.14% of 370,000 active; in the data active = activation above about 40%
# proKLK7 act: activators of human kallikrein-7 zymogen; purified proKLK7, EDANS-DABCYL substrate fluorescence; 100% is mature enzyme control, 0% vehicle; P49862; 0.9% of 370,000 active; activation, % at 7 µM;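 active = activation above the mean of all tested compounds plus 3 SD, computed per campaign excluding outliers beyond control limits, cut at about 13% in these data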
# Target sequence (P49862 whole entry, looked up): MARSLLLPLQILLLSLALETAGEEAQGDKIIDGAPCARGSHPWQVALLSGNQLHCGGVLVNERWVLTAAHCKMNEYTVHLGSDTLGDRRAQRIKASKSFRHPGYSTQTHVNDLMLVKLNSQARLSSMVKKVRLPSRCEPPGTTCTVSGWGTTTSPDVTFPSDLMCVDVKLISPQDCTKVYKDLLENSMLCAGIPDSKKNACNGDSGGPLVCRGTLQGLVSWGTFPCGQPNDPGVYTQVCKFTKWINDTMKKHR
# Starred values were filed as active, the others as inactive; nt = not tested or not shown.
structure	GC-B act	FXN GAA850 act	HGIII-sPLA2 inh	DAX1 inh-1	hcDAF12 agonist	hgDAF12 agonist	SMARCA2 act	ssDAF-12 act	DAX1 inh-2	GC-A act	proKLK7 act
O=C(NC1CCCC1)c1nc2c(nnn2Cc2ccccc2Cl)c(=O)[nH]1	-7.0	-3.7	-14.2	0.5	-0.9	-0.4	-1.7	0.3	0.4	-5.0	0.0
COCC(C)n1c(SCc2cc(=O)n3cc(C)ccc3n2)nc2ccccc2c1=O (stereo unspecified)	8.3	1.0	-2.1	-1.9	-3.0	-0.8	3.5	-2.9	-1.8	2.4	-1.3
Cn1c(=O)oc2cc(S(=O)(=O)N3CCN(C(=O)c4ccco4)CC3)ccc21	4.1	1.7	4.8	0.1	1.7	0.4	1.0	0.8	0.8	3.3	-0.5
Cc1ccc(S(=O)(=O)N2CCN(C(=O)CC(C)n3cncn3)CC2)cc1C (stereo unspecified)	-0.6	-0.4	0.2	0.8	-0.1	0.8	-3.3	-0.3	0.2	0.9	-0.5
CC(C(=O)OCC(=O)c1c(N)n(C)c(=O)n(C)c1=O)N1C(=O)c2ccccc2C1=O (stereo unspecified)	3.0	1.1	-3.2	-0.2	1.3	-2.2	10.4*	-1.8	0.1	4.1	0.9
Cn1c(CCCNC(=O)c2ccccc2)nc2ccccc21	3.6	-1.7	-0.7	-0.6	-1.3	1.2	-0.6	-0.9	0.0	0.7	-0.3
O=c1oc2ccccc2c(Nc2ccc(Cl)cc2)c1[N+](=O)[O-]	-0.7	-0.3	-6.4	-0.4	-0.4	-1.5	-5.8	-1.7	-0.7	5.7	0.2
CC(C)(C)[C@@H]1C=C(C(=O)N2CCOCC2)O[C@H](OCc2ccc(CO)cc2)C1	2.5	0.7	3.9	0.3	-0.3	2.8	0.0	-1.0	1.0	2.8	-0.1
COC1OC(O)C(NC(=O)C(F)(F)F)CC1O (stereo unspecified)	-2.8	0.9	1.4	-0.4	0.1	-0.9	-2.3	-1.2	1.2	0.1	0.7
CSc1ccc(C(O)c2ncc(-c3cccc(F)c3)[nH]2)cc1 (stereo unspecified)	3.5	-0.6	-7.1	-1.0	0.7	-1.4	2.2	-1.2	nt	1.1	1.8
O=C(Nc1ccccc1)N1CCCC2CCCCC21 (stereo unspecified)	-1.8	6.0	0.1	0.1	-0.4	5.3	0.3	-1.2	0.7	-0.7	-0.1
CCOC(=O)C1CCCN(C(=S)Nc2ccc(Nc3ccccc3)cc2)C1 (stereo unspecified)	-5.9	1.9	-8.4	0.4	-1.7	0.2	-5.1	-1.4	-0.8	1.5	1.2
OCCOCCn1c(C2CCCN2c2nc(-c3ccc(F)cc3)cs2)nc2cc(C(F)(F)F)ccc21 (stereo unspecified)	-2.2	0.9	-2.0	-0.2	-1.4	-3.9	-0.5	-1.0	2.9	-1.1	0.4
Cc1ccc(S(=O)(=O)N2CCC(C(=O)NNC(=O)c3ccccc3O)CC2)cc1	0.9	-1.4	11.0	-0.3	-1.3	-1.6	-1.9	-1.3	-0.4	1.4	-4.8
COC(=O)COc1ccc(S(=O)(=O)NCc2ccncc2)cc1	-0.3	-0.9	7.1	-1.9	-2.9	-2.6	-5.3	-2.2	-2.9	-2.7	-0.9
CSc1ccc(C2=CC(=O)C[C@H](c3ccc(Cl)cc3)C2)cc1	-3.1	2.1	3.0	0.2	-1.3	1.0	2.1	-1.4	0.7	2.2	-0.7
CC1C(=O)OC2C1CCC1(C)C3(C)C(=O)C=CC213 (stereo unspecified)	-4.0	1.3	8.4	-0.5	-3.0	0.6	-2.5	-1.7	nt	5.9	-0.4
Cc1ccc(C(=O)OCC(=O)NCc2ccco2)cc1	-1.5	0.8	0.3	-0.2	1.6	-0.2	-1.1	-0.7	0.5	2.5	0.6
O=C(CCCSc1nc2ccccc2[nH]1)Nc1ccccc1	-5.2	0.0	-3.0	0.5	-1.9	1.2	3.6	-0.6	-1.7	2.9	-1.4
COc1cc(NC(=O)CCN2C(=O)NC3(CCCC3)C2=O)c(OC)cc1Cl	-3.1	0.2	7.3	-0.3	1.0	0.8	0.2	-0.9	0.8	-2.0	0.2
COc1ccc(Nc2c3c(nc4ccc(C)cc24)CCC3)cc1	0.5	-1.8	-2.5	-0.4	0.4	-3.4	0.7	-1.4	-0.7	-8.1	0.4
COc1ccc(C2CC(C)(c3ccc(OC)cc3)Nc3ccccc3N2)cc1 (stereo unspecified)	-8.5	4.4	-2.9	1.6	5.7*	12.0*	2.7	-0.5	1.4	3.0	0.1
CN(C)/C=C(/C(=O)c1ccccc1Cl)S(C)(=O)=O	0.8	0.0	4.0	-0.1	-0.5	-3.8	1.0	-1.6	-0.3	5.8	-0.4
CC(C)c1ccc(SCc2noc(C(=O)NCC3CCCO3)c2C(=O)O)cc1 (stereo unspecified)	1.7	2.1	-4.0	1.1	-1.7	-0.5	0.1	-0.7	-0.6	1.4	0.2
c1ccc(-c2nn3c(-c4ccccc4)nnc3s2)cc1	-3.7	0.0	3.0	-0.2	-0.8	-0.4	-1.4	-1.9	-0.5	-5.2	0.8
Fc1ccc(-c2nnc(CSc3nnc4ccccn34)o2)cc1	0.6	4.0	10.4	1.0	3.3	6.9	2.5	-0.7	0.3	-5.0	-0.1
O=C(Nc1nnc(-c2ccc(Br)cc2)o1)C1=COCCO1	-2.0	0.5	-1.2	3.3	0.1	1.6	-1.2	-1.1	-0.3	-1.5	0.3
CNC(=O)CSc1cn(CC(=O)N(C(C)C)C(C)C)c2ccccc12	-4.3	-0.2	5.8	0.0	0.6	-1.1	5.4	-0.7	0.2	-0.3	0.1
COc1ccc(-n2nc(C(=O)O)c3ccccc3c2=O)c(OC)c1	2.1	0.0	0.2	-0.1	-1.5	-1.3	-3.3	-1.1	0.1	0.2	-0.1
C=CCn1cc(C(=O)NCCCN(CC)CC)c(=O)c2cc(S(=O)(=O)N3CCC(C)CC3)ccc21	2.9	3.1	-6.6	-0.3	-0.7	-2.8	0.3	-1.2	1.4	2.6	-0.9
CC(C)n1cc(NC(=O)C2CC(c3cccc(Br)c3)=NO2)cn1 (stereo unspecified)	-1.4	-1.1	-11.3	-0.9	-2.8	-2.1	-2.9	-1.5	-1.3	2.6	0.6
CC(=O)Oc1ccccc1Cn1c(C)c(C(=O)NCc2ccc(Cl)c(Cl)c2)sc1=O	-7.1	-1.5	-28.1	-1.1	-1.6	-3.2	-1.9	-1.3	nt	-5.0	0.3
COCCN1C(=O)N[C@@H](c2cccs2)C(C(C)=O)=C1C	-0.3	0.6	-2.2	0.6	-0.9	-1.9	0.4	-1.5	1.1	0.1	0.3
CC1CN(C)CCC1OC(=O)c1ccccc1 (stereo unspecified)	4.0	1.5	1.6	-0.5	-3.1	-1.2	-2.4	0.0	-1.4	3.2	-0.6
O=C(Nc1cccc(Cl)c1)N(Cc1nc2ccccc2c(=O)[nH]1)Cc1cccs1	25.8	-1.5	-4.0	0.2	0.4	-1.8	1.9	-1.3	-1.6	20.4	0.2
COc1ccc(NC(=O)c2sc3nc(Cc4ccccc4)cc(C(F)(F)F)c3c2N)cc1OC	-6.2	2.7	-1.3	-0.4	1.5	-2.3	-0.5	-1.4	-0.8	-2.1	-0.2
CN(CC(=O)Nc1ccc(F)c(F)c1F)C(=O)C1CSC2(C)CCC(=O)N12 (stereo unspecified)	3.5	0.4	-3.1	0.3	-0.6	-3.6	-0.7	-1.4	-0.2	-0.9	0.1
Cn1c(SC2CCCCC2=O)nnc1-c1ccccc1F (stereo unspecified)	1.4	2.2	3.0	-0.2	-0.3	3.2	3.2	-0.8	0.1	1.2	-1.3
O=C(CCC1CCCN(C(=O)c2ccoc2)C1)NCc1ccccc1F (stereo unspecified)	0.1	1.6	-3.9	-0.4	-0.6	1.2	-1.5	-2.0	-0.6	-1.7	0.1
Cc1ccccc1-n1ccnc1SCC(=O)NCC1CCCO1 (stereo unspecified)	-4.5	0.6	-1.5	2.0	0.9	-0.8	-2.0	-1.4	0.2	-2.5	0.7
COc1ccc(OCC(=O)Nc2nnc(C)s2)cc1	-2.1	1.3	0.7	0.2	0.1	1.4	4.1	-0.8	0.2	-1.8	-0.1
Cc1cc(Nc2ccc(O)cc2)n2c(nc3ccccc32)c1C#N	10.0	2.9	-4.0	-1.5	-1.8	-2.4	1.4	-1.6	-0.6	6.8	8.2
COc1ccc(C(=O)Nc2ccc(C(=O)NCC3CCCO3)cc2)c(OC)c1OC (stereo unspecified)	4.5	1.4	5.5	0.0	-1.1	-2.6	-3.7	-1.1	-0.2	0.3	-0.5
O=C(NCc1ccc2c(c1)OCO2)C1CCCN(S(=O)(=O)c2cccs2)C1 (stereo unspecified)	-0.2	-1.6	6.9	-0.1	-2.7	0.6	-4.5	-0.8	1.8	-4.1	-0.6
Cc1ccc(NC(=S)NNC(=O)c2nnn(-c3ccccc3)c2C)cc1	-3.6	0.9	36.1*	-0.2	0.1	4.1	2.9	-1.6	1.7	2.5	0.5
CCC(=O)c1ccc(OCc2ccccc2)c(OC)c1	-1.3	7.8*	8.1	3.6	3.1	14.4*	1.2	-0.1	4.7*	2.5	0.4
Cc1ccc2c(c1)/C(=C/c1ccc(F)cc1)C(=O)N2	-1.8	1.6	-1.3	-1.1	-2.0	0.4	-1.6	-1.0	0.3	-1.5	-0.8
CCOC(=O)c1c(N)sc(C(O)(C(F)(F)F)C(F)(F)F)c1-c1ccc(F)cc1	0.5	1.4	-26.0	1.0	-1.5	-2.1	-0.1	-0.8	-0.8	3.3	0.5
Cc1cccc(-n2cc(C#N)c(=O)[nH]c2=O)n1	-0.2	1.1	10.4	0.0	-1.1	3.0	0.3	-1.8	-1.1	1.1	0.6
O=C(NC1CCCCCC1)C1c2ccccc2C(=O)N1CCCN1CCOCC1 (stereo unspecified)	3.6	-2.4	3.0	0.3	-1.6	1.6	-0.2	-1.5	-1.0	0.3	0.6
CCCCN(C(=O)C1=COCCO1)c1c(N)n(CCC)c(=O)[nH]c1=O	1.7	-1.5	6.3	1.4	-1.3	3.7	-0.5	-1.0	0.2	3.9	-0.6
C/C(=N/NS(=O)(=O)c1ccc(C)cc1C)c1ccc2c(c1)OCO2	0.7	0.8	18.4	0.9	0.7	0.1	-1.4	-0.9	0.5	0.7	-0.4
COc1ccccc1C(=O)CSc1nccn1C	-4.7	2.8	1.6	0.6	0.6	4.9	4.8	-0.9	-1.0	0.8	-0.7

# Compound profiles, from the list above:
# Results for `O=C(Nc1cccc(Cl)c1)N(Cc1nc2ccccc2c(=O)[nH]1)Cc1cccs1` : GC-B act: 25.8; FXN GAA850 act: -1.5; HGIII-sPLA2 inh: -4.0; DAX1 inh-1: 0.2; hcDAF12 agonist: 0.4; hgDAF12 agonist: -1.8; SMARCA2 act: 1.9; ssDAF-12 act: -1.3; DAX1 inh-2: -1.6; GC-A act: 20.4; proKLK7 act: 0.2
# Results for `Cc1ccc(NC(=S)NNC(=O)c2nnn(-c3ccccc3)c2C)cc1` : GC-B act: -3.6; FXN GAA850 act: 0.9; HGIII-sPLA2 inh: 36.1*; DAX1 inh-1: -0.2; hcDAF12 agonist: 0.1; hgDAF12 agonist: 4.1; SMARCA2 act: 2.9; ssDAF-12 act: -1.6; DAX1 inh-2: 1.7; GC-A act: 2.5; proKLK7 act: 0.5

# High-throughput results from PubChem.
